# Screening results from PubChem BioAssay.
# GalR3 antag – GalR3 antagonists in HEK293 cells, primary screen, cell-based, fluorescence readout; HEK293 GalR3-CNG cAMP membrane potential fluorescence; galR3 body fused to GalR1 C-terminus; inhibition, % at 3 µM; 0.44% of 360,000 active; AID 651719, 2012;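 active = inhibition above the screen-wide average plus 3 SD, cut at about 13% in these data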;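 also: forskolin and galanin both at EC90 stimulate the cells; cAMP rise reported by CNG channel membrane potential dye signal; 0% = forskolin plus galanin with DMSO and 100% = forskolin alone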
# Target sequence (O60755 1-299 limits assumed): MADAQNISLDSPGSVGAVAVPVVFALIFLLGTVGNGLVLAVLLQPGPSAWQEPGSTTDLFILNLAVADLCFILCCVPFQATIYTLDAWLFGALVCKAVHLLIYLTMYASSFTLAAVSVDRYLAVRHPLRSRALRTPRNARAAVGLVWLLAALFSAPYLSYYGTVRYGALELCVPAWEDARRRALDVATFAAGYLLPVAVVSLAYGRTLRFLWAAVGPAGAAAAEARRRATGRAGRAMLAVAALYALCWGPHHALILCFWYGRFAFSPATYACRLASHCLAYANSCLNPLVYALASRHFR
# OXTR ag – human OXTR agonists, primary screen, fluorescence, CHO-OTR cells, Fluo-8 calcium. Fluo-8 calcium fluorescence; normalized: DMSO 0%, oxytocin 100%. activation, % at 3 µM. AID 2435, 2010. 0.32% of 320,000 active;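 active = activation above the mean of all tested compounds plus 3 SD, cutoff set per screening run, cut at about 20% in these data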;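 also: peak over basal fluorescence ratio from a 100 s FLIPR kinetic read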
# V1aR counter – agonists of human V1a receptor, primary screen, counter-screen for OXTR agonist project, fluorescence, CHO-V1R cells. activation, % at 3 µM. Vasopressin V1a receptor (Homo sapiens), P37288. Fluo-8 calcium fluorescence, agonist mode; 0% DMSO, 100% 3 nM vasopressin. 0.25% of 320,000 active;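 active = activation above the mean activation of all tested compounds plus 3 SD, per screening run, cut at about 20% in these data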;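 also: signal is peak over basal fluorescence ratio across a 100 second FLIPR read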
# Target sequence (P37288 whole entry, looked up): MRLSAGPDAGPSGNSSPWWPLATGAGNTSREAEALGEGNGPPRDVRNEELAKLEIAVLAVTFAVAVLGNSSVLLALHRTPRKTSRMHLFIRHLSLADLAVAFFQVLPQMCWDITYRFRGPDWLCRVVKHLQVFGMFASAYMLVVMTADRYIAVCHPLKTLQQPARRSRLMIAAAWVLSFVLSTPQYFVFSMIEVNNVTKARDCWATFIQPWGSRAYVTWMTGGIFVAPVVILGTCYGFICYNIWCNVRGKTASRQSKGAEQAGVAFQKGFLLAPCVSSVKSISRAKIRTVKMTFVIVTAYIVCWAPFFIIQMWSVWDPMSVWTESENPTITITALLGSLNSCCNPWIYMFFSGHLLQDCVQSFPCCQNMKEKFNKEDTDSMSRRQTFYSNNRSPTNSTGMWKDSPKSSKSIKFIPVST
# The depositor's hits bear a star. These rows are one share of the data (hit frequency here may not be typical).
Structure,V1aR counter,OXTR ag,GalR3 antag
CC(C)Cc1ccc(C(C)NC(=O)Cc2ccc(S(=O)(=O)N3CCOCC3)s2)cc1 (stereo not drawn),15,15,-5
Cc1ccc(/C=C/S(=O)(=O)NCCC(=O)NCc2ccccc2F)cc1,2.8,0.2,-4
CCCCN1C(=O)C(=O)N(CC(=O)c2cc(C)n(C3CC3)c2C)C1=O,2.7,1.2,-4
Cc1cc(C)n2nc(C(=O)N(C)c3c(N)n(Cc4ccccc4)c(=O)[nH]c3=O)nc2n1,2.0,0.2,-2
COc1ccc(Cl)cc1NC(=O)COC(=O)C1=NNC(=O)CC1,0.4,0.6,0
COc1ccc(NS(=O)(=O)c2ccc(-c3ccccn3)s2)cc1,12,7.0,-1
Cc1ccc(-n2nc(C)c(C(=O)Nc3cccc(C(=O)NC4CC4)c3)n2)c(C)c1,3.0,-0.4,-7
CCN1C(=O)[C@H]2[C@@H](c3ccc(-c4ccc(OC)cc4)cc3)N[C@@](C)(C(=O)OC)[C@H]2C1=O,-0.5,-0.6,6

# An excerpt from above in order of their number in GalR3 antag, highest first.
Structure | GalR3 antag
CCN1C(=O)[C@H]2[C@@H](c3ccc(-c4ccc(OC)cc4)cc3)N[C@@](C)(C(=O)OC)[C@H]2C1=O | 6
Cc1ccc(/C=C/S(=O)(=O)NCCC(=O)NCc2ccccc2F)cc1 | -4
CC(C)Cc1ccc(C(C)NC(=O)Cc2ccc(S(=O)(=O)N3CCOCC3)s2)cc1 (stereo not drawn) | -5
Cc1ccc(-n2nc(C)c(C(=O)Nc3cccc(C(=O)NC4CC4)c3)n2)c(C)c1 | -7

# (more compounds)
Structure,V1aR counter,OXTR ag,GalR3 antag
CC(C)(C)[C@H]1COC(=O)CCCC/C=C\C[C@H](CC(=O)NCCO)C(=O)N1,0.5,1.3,-1
COc1cc(OC)c(C(=O)OCC(=O)NC2CCCCCCC2)cc1OC,-0.1,-0.9,-6
O=C(COC(=O)C1CCC1)NCc1ccc(F)cc1,1.9,0.3,-4
C[C@H](CO)N1C[C@H](C)[C@@H](CN(C)Cc2ccc(Cl)c(Cl)c2)Oc2c(NC(=O)C3CCOCC3)cccc2C1=O,0.7,0.2,-9
O=C(Cc1csc(NC(=O)Nc2cccc(Cl)c2)n1)NCc1cccnc1,0.6,-0.6,-4
O=C1CC(NS(=O)(=O)c2cccnc2)CN1c1ccc(F)cc1 (stereo not drawn),-0.2,1.3,1
CCCCCN(C(=O)CCC(=O)OCC(=O)Nc1cccc(SC)c1)c1c(N)n(CCCC)c(=O)[nH]c1=O,0.8,-0.4,-4
COC(=O)c1ccc(COC(=O)CNC(=O)CNC(=O)c2ccc(OC)cc2)cc1,-0.6,-1.2,-2
CCOc1ccc(CCNC(=O)COC(=O)c2ccc(OC(C)C)cc2)cc1OCC,-1.7,-2.5,-6
CCN(C[C@H]1N[C@@](Cc2ccccc2)(C(=O)OC)[C@H]2C(=O)N(C)C(=O)[C@@H]12)C(=O)COC,0.3,-0.6,-5
Nc1ncnc2c1ncn2[C@@H]1O[C@H](CNCc2cn(CC(=O)NC3CC3)c3ccccc23)[C@@H](O)[C@H]1O,1.4,-0.1,-8
COc1ccccc1C(=O)NC(=O)COC(=O)c1cnc(C)cn1,0.7,0.7,6
COc1ccc(-c2cccc(NC(=O)c3ccco3)c2)nn1,0.2,-0.7,3
O=C(NCC(c1ccco1)N1CCc2ccccc2C1)C(=O)Nc1ccc(F)cc1F (stereo not drawn),2.0,1.4,-3
COc1cc(C(=O)NCCCN2CCCC2=O)cc(Br)c1OCc1ccccc1,2.0,1.2,-6
CCN(CC(=O)Nc1c(F)cccc1F)C(=O)CN1C(=O)NC2(CCCC2)C1=O,1.3,0.7,-4
COc1cccc(/C=C/C(=O)OCC(=O)N(C)CC(=O)Nc2ccccc2Cl)c1OC,-0.7,-1.4,-2
CCC(=O)c1ccc(OCC(=O)OCC(=O)Nc2ccc(C)c(S(=O)(=O)N3CCCCC3)c2)cc1,12,5.0,-4
CC(C)(C)[C@@H]1COC(=O)[C@@H](NC(=O)OCC2c3ccccc3-c3ccccc32)C/C=C\C[C@@H](CC(=O)NCCO)C(=O)N1,-0.3,-1.0,-1
COc1cc(C(=O)OCC(=O)c2cc(C)n(CC3CCCO3)c2C)cc(OC)c1C (stereo not drawn),2.6,0.5,-2
Cn1c(N)c(C(=O)COC(=O)COc2cc(Cl)c(Cl)cc2Cl)c(=O)n(C)c1=O,3.1,1.9,-3
O=C(C[C@@H]1C/C=C\C[C@H](Cc2ccc(F)cc2)C(=O)OC[C@@H]2CCCN2C1=O)N[C@H](CO)Cc1ccccc1,1.9,1.9,-10
O=C(CN1CCN(S(=O)(=O)c2ccc(F)c(Cl)c2)CC1)N1CCc2ccccc21,0.7,-1.4,-7
O=C(N/C(=C\c1ccco1)C(=O)N1CCCCC1)c1ccc([N+](=O)[O-])cc1,0.5,0.2,-1

# Just GalR3 antag and OXTR ag (2 entries from above):
Compound	GalR3 antag	OXTR ag
COc1cc(C(=O)OCC(=O)c2cc(C)n(CC3CCCO3)c2C)cc(OC)c1C (stereo not drawn)	-2	0.5
Cn1c(N)c(C(=O)COC(=O)COc2cc(Cl)c(Cl)cc2Cl)c(=O)n(C)c1=O	-3	1.9

# The results go on.
Structure,V1aR counter,OXTR ag,GalR3 antag
COc1ccccc1NC(=O)c1ccc(S(=O)(=O)N(C)c2ccccc2)cc1,0.2,-1.1,-6
COC(=O)[C@]1(C)N[C@H](CN(C)C(=O)Nc2ccc(F)cc2)[C@@H]2C(=O)N(C)C(=O)[C@@H]21,1.1,0.8,1
Cc1cc(C)cc(-c2nnc(SCC(=O)NC3CC3)o2)c1,0.0,-1.0,-3
COc1cccc(CNC(=O)CSCC(=O)Nc2ccc(C)cc2)c1,0.3,-1.9,-4
Cc1nc2ccccc2c(C)c1CC(=O)N(CC(C)C)c1c(N)n(Cc2ccccc2)c(=O)[nH]c1=O,-1.2,-0.9,4
CC1CCCCC12NC(=O)N(CC(=O)OCC(=O)Nc1ccc(F)cc1[N+](=O)[O-])C2=O (stereo not drawn),2.0,3.1,-1
Cc1ccccc1OCC(=O)Nc1ccc(S(=O)(=O)N2CCCC2)cc1,-0.8,0.4,1
COc1ccc(C(CNC(=O)c2ccc(C)o2)N2CCOCC2)cc1 (stereo not drawn),-0.1,0.2,-5
CCC(Oc1ccccc1)C(=O)OCC(=O)Nc1sccc1C(N)=O (stereo not drawn),12,18,-7
Cc1cccc(OCCC(=O)Nc2ccc(C)c(S(=O)(=O)N3CCOCC3)c2)c1,8.0,9.3,0
CCN(C[C@H]1N[C@@](C)(C(=O)OC)[C@H]2C(=O)N(Cc3ccccc3)C(=O)[C@@H]12)C(=O)COC,0.8,0.0,-6
CCN(CC(=O)NCc1cccs1)S(=O)(=O)c1ccc(F)cc1,-0.4,-0.1,-5
O=[N+]([O-])c1ccccc1CNCCCCO,-0.3,0.4,-3
COc1cc([N+](=O)[O-])ccc1NC(=O)COC(=O)c1c[nH]c(=O)[nH]c1=O,1.2,0.9,-1
Cc1ccc(C(=O)c2ccccc2C(=O)OCC(=O)N2CC(C)CC(C)C2)cc1 (stereo not drawn),1.1,-1.7,-8
CCN1CCN(c2ccc(S(=O)(=O)N3CCCCC3)cc2NC(=O)Cc2ccccc2F)CC1,2.0,0.8,-1

# Overlap with the part before: two entries, followed by the next part.
Structure,V1aR counter,OXTR ag,GalR3 antag
Cc1ccc(C(=O)c2ccccc2C(=O)OCC(=O)N2CC(C)CC(C)C2)cc1 (stereo not drawn),1.1,-1.7,-8
CCN1CCN(c2ccc(S(=O)(=O)N3CCCCC3)cc2NC(=O)Cc2ccccc2F)CC1,2.0,0.8,-1
COc1cccc(C(=O)OCC(=O)c2[nH]c(C)c(C(C)=O)c2C)c1,12,14,-8
CSc1ccc(S(=O)(=O)NCC(=O)OCC(=O)NCc2cccs2)cc1[N+](=O)[O-],-0.4,-1.2,1
Cc1cc(S(=O)(=O)NC(C)c2nnc3ccccn23)ccc1Br (stereo not drawn),0.3,1.4,-1
COc1cccc(/C=N/Nc2ccc(Cl)nn2)c1OC,0.4,1.1,-7
O=C(COC(=O)CCNS(=O)(=O)c1ccccc1)Nc1ccc(OC(F)F)cc1,5.5,5.8,-5
COc1cccc(NC(=O)CN(C)C(=O)c2ccc(-n3cncn3)c([N+](=O)[O-])c2)c1,0.1,-0.6,-5
CCCCCN(C(=O)CCC(=O)OCCOc1ccc(OCC)cc1)c1c(N)n(CCCC)c(=O)[nH]c1=O,3.0,-0.6,-4
CCc1ccc(-c2nc(SCC(=O)N(C)C3CCS(=O)(=O)C3)n[nH]2)cc1 (stereo not drawn),-0.7,-1.6,-1
C[C@H](NC(=O)c1ccc(C(C)(C)C)cc1)C(=O)N1CCN(C/C=C/c2ccccc2)CC1,2.8,1.7,-6
C/C=C/C1=CC(=O)C[C@H](c2ccc(F)cc2)C1,0.4,-0.5,-10
CC(C)c1cc(C(C)C)c(S(=O)(=O)N2CCNCC2)c(C(C)C)c1,1.4,1.8,-7
Cc1nc(SCC(=O)N2CCC(Cc3ccccc3)CC2)[nH]c(=O)c1C,0.1,0.7,3
O=C1NC(Cc2ccccc2)c2nc3ccc(F)cc3c(=O)n2-c2cc(Cl)ccc21 (stereo not drawn),-0.5,-1.9,-1
CC(C)(OC(=O)c1ccc(C(F)(F)F)cc1)c1cc2ccccc2c(=O)o1,0.0,-1.3,-7
CC(C)c1ccc(NC(=O)C2C3C=CC(CC3)C2C(=O)O)cc1 (stereo not drawn),3.3,-1.5,-3
CC1(C(=O)Nc2ccc(S(=O)(=O)Nc3ncccn3)cc2)CCCC1,2.5,1.1,-4
Cc1cc(C(=O)OCC(=O)N2CC(C)OC(C)C2)c2ccccc2n1 (stereo not drawn),1.2,0.6,0
Cc1cccc(NC(=O)c2ccc3c(=O)n4c(nc3c2)CCCCC4)n1,0.5,-0.9,12
COc1ccc(N2CCN(C(CNC(=O)COc3ccccc3)c3ccco3)CC2)cc1 (stereo not drawn),-0.5,-0.8,-6
CC(=O)N1CCN(C(=O)c2ccc(S(=O)(=O)Nc3ccccc3Cl)cc2)CC1,1.2,1.3,-5
CC(=O)Nc1ccc(-c2csc(NC(=O)C3=COCCO3)n2)cc1,-0.4,1.1,-3
CC(NC(=O)CN1CCN(S(=O)(=O)c2ccc(Br)cc2)CC1)c1ccccc1 (stereo not drawn),-1.1,1.2,-3
O=C(Nc1ccccn1)C1CCN(C(=O)c2ccc(F)cc2)CC1,0.5,1.2,-3
COc1ccc(CC(=O)N(C)CC(=O)Nc2ccc(F)cc2)cc1S(=O)(=O)N1CCOCC1,0.0,1.9,0
CCOc1ccccc1N1CC(C(=O)N2CCN(Cc3ccc(C#N)cc3)CC2)CC1=O (stereo not drawn),2.6,1.5,-4
Cc1c(NC(=O)COc2ccccc2Cl)c(=O)n(-c2ccccc2)n1C,0.7,0.2,-6
COc1ccc(C(=O)OC(C)C(=O)NC2CCCC2)cc1S(=O)(=O)N1CCOCC1 (stereo not drawn),0.9,0.8,-3
C[C@H]1O[C@@H](O[C@H]2CC[C@@]3(C)C(CC[C@]4(C)C3C=C[C@]35OC[C@@]6(CCC(C)(C)C[C@H]63)[C@@H](O)C[C@]54C)[C@]2(C)CO)[C@H](O)[C@@H](O[C@@H]2O[C@H](CO)[C@@H](O)[C@H](O)[C@H]2O)[C@H]1O (stereo partly drawn),1.2,0.9,-3
Cc1cc(=O)c(C(=O)c2ccccc2)c(C)o1,0.5,-0.6,-3
Cc1csc(SCC(=O)N(C)CC(=O)Nc2ccccc2Cl)n1,-0.8,-1.4,-5
Cc1ccc(C(=O)NN=CC(=O)c2ccccc2)c(C)c1,1.4,0.8,-7
COc1ccccc1C(=O)COC(=O)c1ccc(-n2cnnn2)cc1,-0.6,-0.8,-4
CC(=O)c1cc2c(cc1NC(=O)C1CN(C(C)=O)c3ccccc3O1)OCO2 (stereo not drawn),0.3,0.9,-2
CCN1C(=O)[C@H]2[C@@H](c3ccc(-c4cc(C(C)=O)cs4)cc3)N[C@@](Cc3ccccc3)(C(=O)OC)[C@H]2C1=O,2.0,2.1,-3
COc1ccccc1C(=O)COC(=O)c1cc(S(=O)(=O)N2CCCCC2)ccc1N1CCOCC1,-0.2,-1.3,-1
CSc1ccc(C2=CC(=O)C[C@H](c3ccc4c(c3)OCO4)C2)cc1,0.3,0.5,-1
Cc1cccc(NC(=O)c2ccc(S(=O)(=O)N3CCCCCC3)cc2)n1,3.7,0.5,0
O=C(Nc1cccc(S(=O)(=O)N2CCCC2)c1)c1cncc(Br)c1,2.7,2.8,-6
CC1CC(C)CN(S(=O)(=O)c2cc3c4c(c2)CCN4C(=O)CC3)C1 (stereo not drawn),0.0,0.3,-5
CC(OC(=O)C1CCCC1)C(=O)Nc1ncc(Cl)cc1Cl (stereo not drawn),0.2,-1.7,-3
CCC1(c2ccc(F)cc2)NC(=O)N(CC(=O)N2CC(=O)Nc3ccccc32)C1=O (stereo not drawn),0.1,0.7,-2
O=C(O)C1CCCC[C@H]1C(=O)Nc1ncc([N+](=O)[O-])s1 (stereo partly drawn),0.6,0.8,-1
C[C@H](CO)N1C[C@H](C)[C@@H](CN(C)C)Oc2c(NS(=O)(=O)c3cn(C)cn3)cccc2C1=O,1.0,-0.3,-3
